Screens as filed in PubChem BioAssay.
M. tuberculosis HTS – M. tuberculosis growth inhibition, HTS (AID 449762); inhibition, % at 25 µM; hits with a dose series show IC50 in µM; M. tuberculosis H37Rv growth inhibition, 7H9 media; higher % means a stronger effect; 330,000 compounds, 0.59% hits; in the data active means a potency from the dose series; inconclusive means inhibition above about 70% without an active follow-up result;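 further: bacterial growth assessed after seven days of incubation; strong numbers were not always called active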
PhoP GFP inhibition – Inhibition of PhoP regulon, Salmonella typhi GFP reporter cells, confirmation, 4 h (AID 1850) | Salmonella Typhi PhoP-promoter GFP reporter, fluorescence, 4 h; higher % means a stronger effect | inhibition, % at 50 µM; hits with a dose series show IC50 in µM | 310,000 compounds, 0.33% hits; in the data active means a potency from the dose series; inconclusive means inhibition mostly from about 25% at the one dose, without a potency; inactive means the rest, 99 in 100 with inhibition below about 19%;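 further: 0% = induced wells with vehicle and 100% = uninduced wells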
influenza NS1A – NS1A inhibition, H1N1 influenza, cell based functional assay (AID 504329). NS1A functional cell-based assay, percent inhibition; higher % means a stronger effect. inhibition, % at 12.5 µM; hits with a dose series show IC50 in µM. 340,000 compounds, 0.3% hits; in the data active means a potency from the dose series; inconclusive means inhibition above about 27% without an active follow-up result; further: strong numbers were not always called active
VEEV TC-83 Vero – inhibitors of VEEV TC-83 cytopathic effect, confirmation, Vero cells (AID 588727). Vero cells, VEEV TC-83 cytopathic effect inhibition; higher % means a stronger effect. inhibition, % at 20 µM; hits with a dose series show IC50 in µM. 350,000 compounds, 0.13% hits; in the data active means a potency from the dose series; inconclusive means inhibition mostly from about 14% at the one dose, without a potency; inactive means the rest, 99 in 100 with inhibition below about 12%; further: strong numbers were not always called active
tuberculosis growth – growth inhibition of non-replicating M. tuberculosis (AID 488890); Mycobacterium tuberculosis non-replicating, growth inhibition; higher % means a stronger effect; 320,000 compounds, 0.39% hits; one-dose inhibition, % at 25 µM; IC50 in µM for titrated hits; in the data active means a potency from the dose series; inconclusive means inhibition mostly from about 82% at the one dose, without a potency; inactive means the rest, 99 in 100 with inhibition below about 76%;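 further: plate controls were DMSO cells for no effect and high antibiotic wells for full effect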
VEEV TC-83 Vero 10K pilot screen – second read-out of VEEV TC-83 Vero, no call of its own (marks repeat the call); inhibition, %; measured here: 10K pilot screen inhibition
The depositor's hits bear a star; i = inactive; u = inconclusive; x = not tested or not shown.

SMILES	M. tuberculosis HTS	PhoP GFP inhibition	influenza NS1A	VEEV TC-83 Vero	tuberculosis growth	others
COc1ccnc2c1c(=O)n(Cc1ccc(Cl)cc1)c(=O)n2C	0%	-16%	1%	0.3%	6%
CCOC(=O)Cc1c(C)nc(N)[nH]c1=O	1%	0%	-2%	0.6%	3%
CCCc1nn2c(=O)c(C(c3ccc(C)cc3)c3c(O)nc4sc(CCC)nn4c3=O)c(O)nc2s1	-3%	-2%	8%	i	0%
CCOC(=O)Nc1ccc2c(c1)Nc1ccccc1S2	42%	-8%	11%	2.1%	11%
Nc1nc(Cl)cc(N2CCC(c3cc(-c4ccc(Cl)cc4Cl)n[nH]3)CC2)n1	23µM*	-13%	-15%	i	21%
CNC(=O)NC(=O)CSc1nnc(-c2ccco2)n1Cc1ccccc1	-7%	-1%	10%	0.7%	6%
Cn1c(SCC(=O)Nc2cc(S(=O)(=O)N3CCOCC3)ccc2N2CCOCC2)nnc1-c1ccncc1	-2%	7%	-8%	1.3%	-15%
COc1cc(CC(=O)OCC(=O)Nc2ccc3c(c2)OCO3)cc(OC)c1OC	0%	23%	-6%	0.8%	39%
CC(=C/C(=O)O)/C(=C/c1ccccc1)C(=O)O	-1%	-3%	20%	i	-3%
N#Cc1ccc(OCC(=O)Nc2ccc(S(=O)(=O)N3CCOCC3)cc2)cc1	2%	x	2%	1.1%	2%
CN(/N=C/c1ccccc1Cl)c1ncc(Cl)cc1C(F)(F)F	0%	13%	2%	0.4%	-6%
CC(=O)c1cccc(OCc2cc(C(=O)N3CCC(N4CCCCC4)CC3)no2)c1	6%	10%	-3%	2.6%	24%
CCOc1ccc(-n2c(Cc3cc(=O)[nH]c(=O)[nH]3)nnc2SCC(N)=O)cc1	-2%	-3%	-5%	i	-1%
CC(OC(=O)C1CCC(=O)N1)C(=O)Nc1cc(Cl)cc(Cl)c1 (stereo not given)	0%	-4%	-1%	2.1%	16%
Cc1nc(SC(C)C(=O)NCc2ccc3c(c2)OCO3)nc(C)c1C (stereo not given)	6%	x	-2%	1.0%	-17%
Cc1cc(S(=O)(=O)N2CCN(c3ccc(F)cc3)CC2)ccc1-n1cnnn1	1%	3%	10%	0.5%	-14%
COC(=O)c1cc(C(=O)OC)cc(S(=O)(=O)Nc2ccc(Cl)c(N)c2)c1	1%	-7%	-20%	4.2%	-2%
COc1ccccc1C(=O)N/N=C(\C)CC(=O)Nc1ccccc1NC(C)=O	0%	0%	-5%	1.5%	-7%
Cc1ccc([N+](=O)[O-])c(OCC(O)CNC(C)(C)C)c1 (stereo not given)	-2%	1%	x	i	-7%
O=C1c2ccccc2C(=O)N1CCc1nc(-c2ccc(Cl)cc2)no1	-16%	-1%	-6%	0.8%	-7%
Nc1c(-c2ccccc2)cnn1C1CCS(=O)(=O)C1 (stereo not given)	0%	0%	-3%	i	3%
O=C(Cn1ncc2c(=O)oc3ccccc3c21)NCC1COc2ccccc2O1 (stereo not given)	-9%	-6%	-7%	i	-12%
O=C(OCC(=O)N1CCc2ccccc21)c1ccncc1	-3%	x	-8%	2.4%	10%
Cc1nc2ccc3nc(NC(=O)c4ccc(S(=O)(=O)N5CCOCC5)cc4)sc3c2s1	0%	-21%	8%	0.9%	2%	VEEV TC-83 Vero 10K pilot screen=0.9
CN1CCN(c2ccc(S(=O)(=O)N3CCOCC3)cc2NC(=O)CC(C)(C)C)CC1	0%	x	7%	0.6%	-7%
O=C(CCC1CCCN(C(=O)C2(c3ccccc3)CC2)C1)N1CCN(c2ccccn2)CC1 (stereo not given)	-9%	6%	5%	0.4%	-13%	VEEV TC-83 Vero 10K pilot screen=0.4
Cc1ccn2c(-c3n[nH]c(=S)n3Cc3ccccc3)c(C)nc2c1	-3%	-7%	6%	i	19%
O=C1CN(C(=O)C2CCC(=O)N(CCc3ccc(Cl)cc3)C2)CCN1 (stereo not given)	5%	-5%	-6%	0.7%	-14%
Cc1ccc(CNC(=O)[C@H](C)NC(=O)C2CCN(C(=O)[C@@H]3CCCN3C(=O)OC(C)(C)C)CC2)cc1	-9%	-2%	-4%	0.1%	74%
CN(C)c1cc(-c2ccccc2)nc(N)n1	0%	x	-6%	9.4%	16%
O=C(Cn1nnc(-c2cccc(C(F)(F)F)c2)n1)NC(=O)NCc1ccco1	-3%	-1%	4%	0.8%	25%
O=C(NCCSc1c[nH]c2ccccc12)c1ccc2c(c1)OCO2	1%	-1%	10%	3.2%	6%	VEEV TC-83 Vero 10K pilot screen=1.0
O=C(O)c1cc(/C=C/c2ccc(N3CCOCC3)c([N+](=O)[O-])c2)nc2ccccc12	1%	6%	0%	i	-13%
CCOC(=O)C1=C(C)N=C2c3ccccc3C(=O)C2C1c1ccc(Cl)cc1 (stereo not given)	2%	-4%	6%	i	20%
Cc1ccc(C(=O)C2=C(O)C(=O)N(Cc3cccnc3)C2c2ccc(Cl)cc2)o1 (stereo not given)	-1%	-3%	-18%	0.7%	-11%
COC(=O)c1ccccc1NC(=O)c1cccc(NC(=O)C(C)C)c1	6%	-6%	-5%	0.3%	20%	VEEV TC-83 Vero 10K pilot screen=6.2
COc1ccc(-c2nc(CN3CCN(C(=O)c4ccco4)CC3)c(C)o2)c(F)c1	1%	-3%	-8%	3.9%	-5%
CCOC(CCNC(=O)c1cn(-c2cccc(C)n2)cn1)OCC	-6%	8%	-4%	1.7%	-10%
CCn1c2ccccc2c2nnc(SCCN3CCCCC3)nc21	6%	-2%	4%	1.7%	40%
CNC(=O)/C=C/c1cccc(C(F)(F)F)c1	0%	-6%	2%	i	14%
Cn1nnc(NC(=S)NC(=O)/C=C/c2ccco2)n1	0%	4%	5%	1.8%	11%
Cc1cc(/C=C2\SC(=S)NC2=O)c(C)n1-c1ccccc1	-9%	-2%	x	1.3%	73%
COc1cccc(C(=O)N2CCN=C2SCc2cccnc2)c1OC	-1%	-9%	7%	0.8%	-16%
O=C(CNC(=O)c1ccco1)N/N=C/c1cc(Br)ccc1O	1%	3%	9%	u	37%
Cc1cccc(NC(=O)CN2C(=O)CCSc3ccc(S(=O)(=O)N4CCOCC4)cc32)c1C	2%	-3%	-2%	0.3%	3%
CCC(C)(C(=O)Nc1ccc(OC)cc1)N(C)C(=O)Cn1nnnc1N (stereo not given)	4%	-19%	9%	0.9%	8%
O=C1CCc2cc(S(=O)(=O)N3CCCC3C(=O)NC3CCCCCCC3)ccc2N1 (stereo not given)	7%	-3%	-1%	0.7%	26%
Cn1c(Cn2c(=O)sc3ccccc32)nnc1SCC(=O)NCc1ccccc1Cl	-7%	0%	8%	0.5%	-6%

Structures listed so far with a nitro group on carbon, in the order listed:
SMILES	M. tuberculosis HTS	PhoP GFP inhibition	influenza NS1A	VEEV TC-83 Vero	tuberculosis growth	others
Cc1ccc([N+](=O)[O-])c(OCC(O)CNC(C)(C)C)c1 (stereo not given)	-2%	1%	x	i	-7%
O=C(O)c1cc(/C=C/c2ccc(N3CCOCC3)c([N+](=O)[O-])c2)nc2ccccc12	1%	6%	0%	i	-13%

Going on with the list:
SMILES	M. tuberculosis HTS	PhoP GFP inhibition	influenza NS1A	VEEV TC-83 Vero	tuberculosis growth	others
Cc1ccc(CSc2nnc(-c3ccncc3)n2N)cc1	6%	1%	x	i	41%
CCN(CC)CCOC(=O)c1ccc(NC(=O)c2cccc(C)c2[N+](=O)[O-])cc1	10%	-5%	-4%	0.4%	8%
Cc1ccc(SC(C)c2nc(-c3cccnc3)no2)cc1 (stereo not given)	6%	-3%	2%	1.0%	43%
C=CCOc1ccc(CNCC2CCCO2)cc1 (stereo not given)	-1%	8%	-8%	0.3%	1%
Cn1c(SC2CCCCC2=O)nnc1-c1ccncc1 (stereo not given)	-9%	-1%	4%	1.6%	8%
CC(C)Cn1cc(C(=O)NCCCN2CCCC2=O)c2c3ccccc3n(C)c2c1=O	1%	-3%	8%	2.7%	11%	VEEV TC-83 Vero 10K pilot screen=5.7
COCCNC(=S)N1CCN(c2ccc(Cl)cc2)CC1	-3%	-3%	-1%	i	69%
O=C(COc1ccccc1)NC(Cc1c[nH]c2ccccc12)C(=O)O (stereo not given)	-4%	-8%	-6%	i	-1%
CCCCc1ccc(NC(=S)Nc2ccc(Nc3ccc(OC)cc3)cc2)cc1	u	5%	17%	i	u
Cc1ccsc1C(=O)OCC(=O)Nc1nnc(-c2ccccc2)o1	u	-4%	0%	1.8%	i
CC(Sc1nnc(NC2CC2)s1)C(=O)Nc1ccc(N2CCOCC2)cc1 (stereo not given)	x	x	-2%	7.2%	x
Cc1cccc(NC(=S)N2CCN(C(=O)c3ccco3)CC2)c1	2%	11%	-8%	1.3%	8%
COc1ccc(OC(C)C(=O)NC2CC(C)(C)NC(C)(C)C2)cc1 (stereo not given)	-3%	-2%	0%	0.8%	-4%
O=C1Nc2ccccc2C1=Nc1ccc(F)cc1	-14%	4%	0%	0.5%	-17%
COCCC(=O)NC1CCCc2c1cnn2-c1cccc(C)c1C (stereo not given)	2%	-5%	4%	i	-4%
COc1ccc(-n2c(SCC(=O)NCC3CCCO3)nc3n[nH]c(C)c3c2=N)cc1 (stereo not given)	-4%	1%	-2%	6.1%	8%
CC(C)(C)C(=O)NC(=S)NCCc1ccccc1	11%	8%	8%	i	u
CCOC(=O)C1=C(C)NC(SCC(=O)Nc2cc(C)on2)=C(C#N)C1c1cccs1 (stereo not given)	-1%	-2%	1%	1.5%	44%
CCOC(=O)c1c(S(=O)(=O)N2CCN(c3ccc(C(C)=O)cc3)CC2)c(C)n(C)c1C	9%	1%	-1%	0.5%	8%
Cc1ccc(N(CC(=O)Nc2cccc(Cl)c2C)S(C)(=O)=O)cc1	7%	1%	-4%	i	6%
Cc1ccc(CN2C(=O)N/C(=C\c3cccn3-c3cccc(C(=O)O)c3)C2=O)cc1	8%	4%	6%	8.4%	7%
Cc1ccc(S(=O)(=O)NC(C)(C)CSc2nncn2C)cc1	-12%	2%	1%	i	-8%
CCN(CC)C(=O)NC1CCCCCCC1	2%	-5%	3%	0.5%	35%
O=C(Nc1cccc2ccccc12)c1cccc(F)c1	2%	8%	-3%	2.4%	74%

6 structures from above, ordered by count of non-hydrogen atoms, descending:
SMILES	M. tuberculosis HTS	PhoP GFP inhibition	influenza NS1A	VEEV TC-83 Vero	tuberculosis growth	others
CCOC(=O)c1c(S(=O)(=O)N2CCN(c3ccc(C(C)=O)cc3)CC2)c(C)n(C)c1C	9%	1%	-1%	0.5%	8%
COc1ccc(-n2c(SCC(=O)NCC3CCCO3)nc3n[nH]c(C)c3c2=N)cc1 (stereo not given)	-4%	1%	-2%	6.1%	8%
Cc1ccc(N(CC(=O)Nc2cccc(Cl)c2C)S(C)(=O)=O)cc1	7%	1%	-4%	i	6%
Cc1ccc(S(=O)(=O)NC(C)(C)CSc2nncn2C)cc1	-12%	2%	1%	i	-8%
O=C1Nc2ccccc2C1=Nc1ccc(F)cc1	-14%	4%	0%	0.5%	-17%
CCN(CC)C(=O)NC1CCCCCCC1	2%	-5%	3%	0.5%	35%

More compounds follow.
SMILES	M. tuberculosis HTS	PhoP GFP inhibition	influenza NS1A	VEEV TC-83 Vero	tuberculosis growth	others
C/C(CC(=O)NC12CC3CC(CC(C3)C1)C2)=N\NC(=O)c1cnccn1	6%	7%	-13%	3.0%	6%
CCOC(=O)C1CCN(S(=O)(=O)c2csc(C(N)=O)c2)CC1	0%	1%	3%	0.7%	-10%
CN(C(=O)c1ccc(NC(=O)C2CCCN(C(=O)OC(C)(C)C)C2)cc1)C1CCCC1 (stereo not given)	4%	x	-4%	0.4%	20%
CCc1cccc(C)c1NC(=O)CC1Oc2ccc(C)cc2NC1=O (stereo not given)	-2%	-19%	-37%	i	11%
CCN(CC)CCn1c(=S)[nH]c2ncccc2c1=O	-18%	-1%	1%	0.1%	5%
CC1(C(=O)O)CCC(C(=O)Nc2ccc(Cl)c(Cl)c2)C1(C)C (stereo not given)	0%	3%	-6%	0.1%	18%
CN(CCN1CCOCC1)Cc1nc(-c2ccc(Cl)cc2)no1	-6%	5%	-3%	0.8%	7%
O=C([C@H](Cc1ccccc1)NS(=O)(=O)c1ccc(Cl)cc1)N1CC[C@@]2(O)CCCC[C@H]2C1	-3%	8%	-3%	6.9%	13%
CCOC(=O)[C@@H]1[C@H]2COc3ccccc3[C@@H]2N2C(=O)N(c3ccc(C(F)(F)F)cc3)C(=O)[C@]12C	5%	-10%	5%	i	26%
COc1cc(OC)c(OC)cc1CN1CCN(Cc2cccn2C)CC1	0%	-6%	-11%	0.9%	-11%
CC1CN(C(=O)COC(=O)c2cc([N+](=O)[O-])ccc2Cl)CC(C)O1 (stereo not given)	5%	-2%	1%	2.4%	25%
